Assay outcomes as filed in PubChem.
Bim-Mcl-1: inhibitors of Bim-Mcl-1 interaction, human; inhibition, % at 10 µM; actives 0.1% (n = 190,000); Q07820; Bead-based flow cytometry, Bim peptide-Mcl-1 binding;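 further: 0% = no compound tracer wells and 100% = peptide blocker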
Target sequence (Q07820 whole entry, looked up): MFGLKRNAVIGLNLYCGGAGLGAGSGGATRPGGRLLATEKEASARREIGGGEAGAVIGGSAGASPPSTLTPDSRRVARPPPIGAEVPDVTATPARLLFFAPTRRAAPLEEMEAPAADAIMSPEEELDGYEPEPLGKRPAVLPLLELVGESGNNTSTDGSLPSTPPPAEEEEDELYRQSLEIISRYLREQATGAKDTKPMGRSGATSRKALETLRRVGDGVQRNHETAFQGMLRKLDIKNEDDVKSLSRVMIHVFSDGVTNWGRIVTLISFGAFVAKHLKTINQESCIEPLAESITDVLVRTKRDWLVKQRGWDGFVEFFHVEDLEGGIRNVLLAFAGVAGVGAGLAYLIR
Bim-Bcl-B: disrupts Bim peptide binding to human Bcl-B; actives 0.073% (n = 190,000); bead-based flow cytometry; AID 951; inhibition, % at 10 µM; Q9HD36;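 further: 0% = tracer peptide without compound and 100% = reference inhibitor peptide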
Target sequence (Q9HD36 whole entry, looked up): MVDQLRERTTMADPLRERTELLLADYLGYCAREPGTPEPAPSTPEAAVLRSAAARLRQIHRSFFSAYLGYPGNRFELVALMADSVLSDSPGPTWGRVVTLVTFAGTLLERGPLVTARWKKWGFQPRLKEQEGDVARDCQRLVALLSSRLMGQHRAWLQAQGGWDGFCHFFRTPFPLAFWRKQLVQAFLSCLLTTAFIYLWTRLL
Bim-Bcl-2: disrupts Bim peptide binding to human Bcl-2. inhibition, % at 10 µM. actives 0.06% (n = 190,000). P10415. AID 950. Bead-based flow cytometry, Bim peptide-Bcl-2 binding; in the data active means inhibition above about 40%; inconclusive means no clear call, values can overlap the other calls;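 further: 0% = no compound wells with probe peptide and 100% = reference peptide inhibitor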
Target sequence (P10415 whole entry, looked up): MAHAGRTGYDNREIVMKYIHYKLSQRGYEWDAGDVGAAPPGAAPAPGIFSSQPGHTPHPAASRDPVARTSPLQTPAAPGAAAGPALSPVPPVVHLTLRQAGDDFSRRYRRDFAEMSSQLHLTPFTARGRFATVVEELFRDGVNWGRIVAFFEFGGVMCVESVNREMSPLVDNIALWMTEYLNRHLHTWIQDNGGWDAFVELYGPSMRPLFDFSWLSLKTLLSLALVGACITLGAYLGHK
Mcl1-Noxa inh: Mcl-1/Noxa interaction inhibition; Q07820; TR-FRET Mcl-1/Noxa peptide binding, 2 h; inhibition, % at 21.7 µM; actives 1.5% (n = 220,000);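 active means compounds that cut the protein-peptide binding signal by more than 50% relative to plate controls in a single-dose test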;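 further: His-tagged Mcl-1 with rhodamine Noxa BH3 peptide and terbium anti-His antibody; 0% = Mcl-1 plus Noxa peptide wells and 100% = peptide-only wells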
Bim-Bcl-XL: human Bim-Bcl-XL interaction inhibition | inhibition, % at 10 µM | AID 1007 | actives 0.04% (n = 190,000) | Bim peptide-Bcl-XL binding, bead flow cytometry, fluorescence | Q07817
Target sequence (Q07817 whole entry, looked up): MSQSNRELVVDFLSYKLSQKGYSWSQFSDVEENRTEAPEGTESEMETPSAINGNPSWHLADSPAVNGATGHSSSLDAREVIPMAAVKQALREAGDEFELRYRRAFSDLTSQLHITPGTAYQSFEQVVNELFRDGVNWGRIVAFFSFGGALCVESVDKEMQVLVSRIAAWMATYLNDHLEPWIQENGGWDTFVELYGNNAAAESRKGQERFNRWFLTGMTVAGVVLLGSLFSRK
RGS7-Gao: human RGS7-Galphao interaction regulation; Multiplexed bead flow cytometry, RGS7-Galphao binding; actives lie on both sides; binding response (% of control), % at 10 µM; actives 0.35% (n = 220,000); in the data active means binding response below about 49% or above about 150%; inconclusive means no clear call, values can overlap the other calls; inactive means in between;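 further: fluorescent Galphao held in activated GDP-AlF4 state binding bead-coupled RGS7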
Mcl1-Bid inh: disrupts binding of human Mcl-1 to Bid peptide | inhibition, % at 21.7 µM | actives 0.97% (n = 220,000) | TR-FRET Mcl-1/Bid-Dy647 peptide binding, 1536-well | AID 1021;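 active means compounds that cut the binding signal by more than half at the single screening dose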;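 further: His-tagged Mcl-1 with europium anti-His antibody binding Bid BH3 peptide; 0% = Mcl-1 plus peptide wells and 100% = peptide-only wells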
Bcl-W Bim block: disrupts Bim peptide binding to human Bcl-W; inhibition, % at 10 µM; actives 0.02% (n = 190,000); bead-based flow cytometry;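 further: 0% = bound tracer without compound and 100% = peptide blocker; higher means less fluorescent Bim peptide bound to Bcl-W beads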
RGS8-Gao reg: regulators of human RGS8-Galphao interaction; P09471; multiplexed bead flow cytometry, RGS8-Galphao binding; actives lie on both sides; response (percent of control binding), % at 10 µM; actives 0.34% (n = 220,000); in the data active means response below about 60% or above about 140%; inactive means in between;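 further: Galphao activated as the GDP aluminium fluoride complex binding bead-coupled RGS8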
Bim-Bfl-1: disrupts Bim binding to human Bfl-1. actives 0.12% (n = 190,000). Bead-based flow cytometry, Bim-Bfl-1 binding inhibition. inhibition, % at 10 µM;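 further: 0% = wells without compound plus tracer and 100% = blocker peptide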
RGS4-Gao reg: human RGS4-Galphao interaction regulation. P09471. Multiplexed bead flow cytometry, RGS4-Galphao binding; actives lie on both sides. binding response (% of control), % at 10 µM. actives 0.33% (n = 220,000). AID 1415; in the data active means binding response below about 49% or above about 150%; inactive means in between;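 further: fluorescent Galphao activated with aluminum fluoride binding bead-coupled RGS4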
* hit, by the source's call; u = inconclusive; x = not tested or not shown. Unless noted, no stated cut-off is given here; in the data, active means inhibition above about 40%. Compounds as they come; 2.7% or so of the library scored in one or more.

#	Bim-Mcl-1	Bim-Bcl-B	compound	Bim-Bcl-2	Mcl1-Noxa inh	Bim-Bcl-XL	RGS7-Gao	Mcl1-Bid inh	Bcl-W Bim block	RGS8-Gao reg	Bim-Bfl-1	RGS4-Gao reg
1	-2	-7	COc1ccc(C2NC(=S)NC(C)=C2C(=O)Nc2ccccn2)cc1OC (centres undefined)	0	-1	-5	97	-58	0	88	0	94
2	-1	-5	Nc1nc(CN2CCN(C(=O)c3ccco3)CC2)nc(Nc2cccc(Cl)c2)n1	-2	12	0	100	-10	-1	104	-3	103
3	x	x	N=C1/C(=C\c2ccc(-c3ccc(C(=O)O)cc3)o2)C(=O)N=C2SC=C(c3ccccc3)N12	x	117*	x	u	96*	x	102	x	104
4	-3	-3	O=C(COc1ccccc1)N1CCCC1	-2	24	-3	103	-13	-4	101	-5	99
5	-3	-7	O=C(Oc1ccc2c(c1)OCO2)c1ccncc1	-7	3	-6	95	-34	-5	99	-16	97
6	-5	-2	O=C(COC(=O)Cn1cnc2ccccc2c1=O)NCCC1=CCCCC1	-2	39	0	99	18	-1	95	1	93
7	0	-1	N#Cc1ccc(OCc2nnc(-c3ccc([N+](=O)[O-])cc3)o2)cc1	-3	15	-1	u	-29	0	98	-5	99
8	x	x	COC(=O)c1cc(NS(=O)(=O)c2ccc(F)cc2)ccc1N1CCOCC1	x	2	x	u	-7	x	101	x	102
9	-2	-6	c1ccc(C(c2ccccc2)c2noc(CN3CCN(CC4CC4)CC3)n2)cc1	-2	4	-4	101	-37	0	98	-9	97
10	x	x	CSCCOC(=O)COc1ccc(/C=N/NC(=O)c2c(Cl)cnn2C)cc1	x	-2	x	u	-21	x	109	x	116
11	-8	-11	COc1ccc(CC(=O)Nc2cccc(-c3cn4ccccc4n3)c2)cc1	-6	9	-8	101	-72	-4	105	-3	101
12	-1	-3	C=CCOc1ccccc1C1NC(=O)NC(C)=C1C(=O)NCc1ccccc1 (centres undefined)	-5	-2	3	95	-4	4	98	-5	98
13	-2	-9	COc1ccc(C2c3c(n[nH]c3C)CC(C)(O)C2C(C)=O)cc1OC (centres undefined)	-6	6	-2	92	-6	0	94	-9	91
14	1	-2	O=C(COn1nnc2ccccc21)NCC1CCCCC1	-6	-12	-2	92	-22	-3	97	-11	92
15	-2	-5	Cc1ccc(NC(=O)Cn2c(O)c(N=NS(=O)(=O)c3ccc(C)cc3)c3ccccc32)cc1	0	27	-2	101	-3	-2	103	0	101
16	-2	-2	S=c1[nH]nc(CSc2nc3ccccc3s2)o1	2	28	-6	101	-99	0	88	0	106
17	0	-8	CCOC(=O)c1cnc(SCc2ccc(C)cc2)nc1N	-7	-2	2	96	-21	0	98	-8	101
18	-1	1	CN(c1ccc(C(=O)NCc2ccc3c(c2)OCO3)cc1)S(C)(=O)=O	1	-23	2	96	-16	0	102	-6	96
19	12	4	Cc1cnc(C(=O)Nc2ccc3c(c2)CCC3)cn1	0	2	1	93	-13	0	102	0	91
20	2	-2	O=C(O)C/C=C(\NC(=O)OCc1ccccc1)C(=O)OCc1ccccc1	1	0	0	101	-2	0	101	-4	104
21	-1	-10	Cc1ccc(NC2=NCCCCC2)cc1	-17	18	-5	99	3	0	103	-14	100
22	-4	-7	CONc1nc(NC(C)(C)C)nc(OCC#N)n1	-8	1	-8	101	5	-4	101	-15	102
23	-3	-10	O=C(O)C1Cc2ccccc2CN1S(=O)(=O)/C=C/c1ccccc1 (centres undefined)	-2	41	-7	97	-31	-4	99	-10	99
24	-3	-3	CCN(CC(=O)Nc1ccc(OC)c(Cl)c1)CC(=O)NC(C)C	-4	4	-3	101	-2	-1	102	-7	102
25	0	-3	CCc1ccc(NC2=NCC(c3ccccc3)S2)cc1 (centres undefined)	-1	24	0	106	1	-2	101	-4	100
26	-1	-4	C#CCn1c(=O)cc(C)c2ccccc21	-4	6	-1	104	3	1	102	-5	102
27	0	4	S=C(Nc1ccc(Oc2ccccc2)cc1)N(CCCN1CCOCC1)Cc1ccccn1	6	-2	2	u	2	4	99	5	101
28	-2	-1	Cc1ccc(Oc2ncccc2COC(=O)Nc2ccccc2C)cc1	-3	-12	-3	101	1	-1	101	-4	98
29	1	0	Cc1ccc2nc(N3CCN(C=O)CC3)nc(-c3ccccc3)c2c1	0	10	3	98	10	1	101	2	102
30	0	-3	Cc1ccc(N=Cc2sccc2C)cc1C	-1	15	-2	98	-50	-1	99	-1	104
31	1	0	Cc1ccc(N2C(=O)C(CN3CCCC3)C2c2ccccc2)cc1 (centres undefined)	0	-2	-1	103	-55	-1	100	-4	101
32	0	-4	COc1ccc(-n2c(COc3cccc4ccccc34)nnc2SC(C)C(=O)O)cc1 (centres undefined)	0	26	-2	96	-3	-1	98	-5	95
33	0	-4	Cc1c(NC(=O)C2(c3ccccc3)CCCC2)c(=O)n(-c2ccccc2)n1C	-6	-8	-3	101	-9	2	101	-6	102
34	-8	-10	COc1ccc(C(c2nnnn2C2CCCC2)N2CCC(C)CC2)cc1 (centres undefined)	-13	21	-9	98	42	-4	99	-20	96
35	-1	-3	CCc1nnc(NC(=O)CSc2nnnn2-c2cccc(C(C)=O)c2)s1	-2	-2	-3	92	-40	-3	99	-2	95
36	0	4	CC(=O)c1ccc(N2CC(C)(C)C2=O)cc1	4	-12	3	111	11	1	110	4	103
37	0	3	O=C(Nc1ccccc1)C1CC2CCCC(C1)C2=O (centres undefined)	4	7	2	101	-45	2	107	2	101
38	-1	-4	O=C(O)c1cc(S(=O)(=O)NCC2CCCO2)ccc1Cl (centres undefined)	-2	-1	-4	101	6	1	98	-1	99
39	1	-2	Cn1c(CSc2ncccn2)nnc1SCC(=O)N1CCCC1	-4	18	-2	103	-27	2	101	-7	101
40	0	-4	CC1CCc2sc(C(=O)Nc3ccc(N4CCOCC4)cc3)cc2C1 (centres undefined)	0	52*	-3	80	-28	-2	103	-4	84
41	-2	-1	CCOc1ccccc1CNC(=O)CCCc1cn(C)c2ccccc12	0	19	-1	113	-10	2	106	0	106
42	0	0	Cc1ccc(N=Nc2c(C)[nH]n(C(N)=S)c2=O)cc1	-2	4	-1	94	-49	-2	99	0	94
43	0	-7	O=C(CSc1nncn1-c1ccccc1)Nc1ccc(N2CCOCC2)cc1	0	3	-1	104	-61	-1	102	-1	103
44	0	-4	COC(=O)C1=C(C)N(C)C(=S)N(C)C1c1ccc(OC)cc1 (centres undefined)	-3	5	-3	u	-55	-5	101	-5	99
45	x	x	CC1(C)CC(NC2C3CC4CC(C3)CC2C4)CC(C)(C)N1 (centres undefined)	x	15	x	u	3	x	96	x	94
46	16	74*	O=C(OCC(=O)c1ccc[nH]1)c1ccccc1	79*	5	2	98	-8	1	100	52*	100
47	4	2	c1ccc(-c2nc(-c3ccncc3)no2)cc1	4	2	3	99	1	3	98	4	98
48	-1	-9	COc1ncnc2c1oc1nc(CC(C)C)c3c(c12)CC(C)(C)OC3	-8	0	-4	102	-46	-3	102	-5	101
49	-3	0	C/C(=N\NC(=O)CC1N=C(Cc2ccccc2)NNC1=O)c1ccccc1 (centres undefined)	0	-11	-2	84	-17	-6	98	-3	87
50	-2	-9	CCOC(=O)CSc1nc2ccc(N)cc2s1	-10	45	-5	100	-28	-2	101	-13	98
51	4	2	O=S(=O)(c1ccccc1)c1nc(-c2ccccc2)oc1N1CCCCC1	3	14	2	93	-39	5	86	4	93
52	-2	-3	CCN1CCN(c2oc(COc3ccc(-c4ccccc4)cc3)nc2C#N)CC1	-4	14	-3	95	6	-3	97	-5	91
53	1	-3	Cc1ccc(NC(=O)c2cc(N3CCOCC3)nc3ccccc23)cc1	-2	x	-1	100	x	2	102	-1	101
54	-5	-9	O=C(c1ccccc1)c1ccc2nc(N3CCCCC3)c3nncn3c2c1	-3	-3	-8	100	-10	-8	99	-4	100
55	-5	-11	CCN1CCN(CCCNC(=O)c2csc3c2CCCCC3)CC1	-11	9	-3	99	-17	-1	99	-10	100
56	0	-6	O=C(CN1C(=O)NC2(CCCc3ccccc32)C1=O)N1CCN(C(=O)c2ccco2)CC1 (centres undefined)	-2	-4	-2	104	-12	0	106	-4	102
57	-2	-3	Fc1cc(F)c2nc(Nc3nc4c(F)cccc4s3)sc2c1	-7	-46	-9	112	-6	0	122	0	110
58	-5	-5	COc1ccc(-c2nnn(Cc3nn[nH]n3)n2)cc1OC	-5	12	-20	97	-1	0	97	-14	96
59	0	-5	CCc1ccc(C2c3[nH]c4ccccc4c3CCN2C(=O)CNC(N)=O)cc1 (centres undefined)	-7	9	-2	93	-56	-3	100	-4	98
60	-4	-5	COc1ccc(NC(=O)c2cc([N+](=O)[O-])ccc2N2CCCC2)cc1	-3	5	-6	98	-24	-5	101	-3	101

The list continues.
#	Bim-Mcl-1	Bim-Bcl-B	compound	Bim-Bcl-2	Mcl1-Noxa inh	Bim-Bcl-XL	RGS7-Gao	Mcl1-Bid inh	Bcl-W Bim block	RGS8-Gao reg	Bim-Bfl-1	RGS4-Gao reg
61	-2	-1	Cc1ccc(N2C(=O)C(Cl)=C(NCc3ccccc3)C2=O)c(C)c1	0	-5	-1	100	5	-1	101	0	102
62	-5	-11	O=C(CC1S/C(=N/N=C/c2c[nH]c3ccc(OCc4ccccc4)cc23)NC1=O)Nc1ccccc1 (centres undefined)	-5	67*	-9	100	58*	-4	101	-1	101
63	x	x	CCN(CC)CCCNc1oc(-c2ccccc2[N+](=O)[O-])nc1C#N	x	5	x	u	-22	x	103	x	100
64	-2	-11	NS(=O)(=O)c1ccc(CCNC(=O)CCCCCn2c(=S)[nH]c3ccc(Br)cc3c2=O)cc1	-1	-199	0	121	-190	-4	122	-5	119
65	-2	-3	Cc1ccc(C2CC(c3cccs3)n3nc(N)nc3N2)cc1 (centres undefined)	-5	8	-4	94	-11	-6	95	-4	100
66	-1	-6	O=C(CCN1CCN(c2ccc(Cl)cc2)CC1)Nc1nccs1	-10	5	-5	100	-23	0	99	-11	94
67	3	-1	O=C(CSc1nc2ccccc2s1)NCCOc1ccc(Cl)cc1	0	-12	3	84	6	-1	95	0	95
68	-2	-1	CC(C)(O)C#Cc1ccc(C(=O)N2CCN(c3ccccc3)CC2)cc1	1	3	-4	94	-58	0	98	0	92
69	x	x	O=C(O)CCC(=O)N1CCN(c2ncccc2C(F)(F)F)CC1	x	1	x	u	-11	x	103	x	102
70	-1	-5	O=C1CSC2=NCN(c3ccccc3)CN12	-6	-5	-6	108	-13	-1	102	-11	104
71	0	-1	COc1ccc(-n2c(SCC(N)=O)nc3sc4c(c3c2=O)CCC4)cc1	-5	8	-2	100	7	-1	104	-2	99
72	-2	-3	COC(=O)c1ccc(OCC2c3cc(OC)c(OC)cc3CCN2C(=O)C2CC2)cc1 (centres undefined)	0	7	-4	104	11	-3	107	2	102
73	1	0	CC(=O)N(CCCN(C)C)c1nc2ccc(C)cc2s1	0	18	1	101	6	0	101	-3	103
